High-throughput results deposited in PubChem by Broad Institute.
DENV2 CPE: protects cells from dengue virus 2 cytopathic effect | DENV2-infected cells, cytopathic effect rescue, plate reader | 350,000 tested, 1.7% active | CPE inhibition, % at 9.99 µM | AID 651640; in the data active = CPE inhibition above about 20%, passing the limit was not always enough; inconclusive = no clear call, values can overlap the other calls; tested in BHK-21 cells;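 note: 0% = median of neutral control wells and 100% = median of positive control wells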
RAD54 branch: RAD54 (human) branch migration inhibition; Q92698; RAD54 Holliday junction branch migration, FAM/BHQ fluorescence; inhibition, % at 10.4 µM; 360,000 tested, 0.14% active;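 active = mean normalized replicate activity at least 40 and at least half of replicates scoring 40 or more; inconclusive = only one of the two criteria met; inactive = mean below 40 and under half of replicates reaching 40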;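 note: 0% = median of neutral control wells and 100% = median of positive control wells; inhibitors cause a drop in the FAM fluorescence signal; in these data hits start at about 50%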
Target sequence (Q92698 whole entry, looked up): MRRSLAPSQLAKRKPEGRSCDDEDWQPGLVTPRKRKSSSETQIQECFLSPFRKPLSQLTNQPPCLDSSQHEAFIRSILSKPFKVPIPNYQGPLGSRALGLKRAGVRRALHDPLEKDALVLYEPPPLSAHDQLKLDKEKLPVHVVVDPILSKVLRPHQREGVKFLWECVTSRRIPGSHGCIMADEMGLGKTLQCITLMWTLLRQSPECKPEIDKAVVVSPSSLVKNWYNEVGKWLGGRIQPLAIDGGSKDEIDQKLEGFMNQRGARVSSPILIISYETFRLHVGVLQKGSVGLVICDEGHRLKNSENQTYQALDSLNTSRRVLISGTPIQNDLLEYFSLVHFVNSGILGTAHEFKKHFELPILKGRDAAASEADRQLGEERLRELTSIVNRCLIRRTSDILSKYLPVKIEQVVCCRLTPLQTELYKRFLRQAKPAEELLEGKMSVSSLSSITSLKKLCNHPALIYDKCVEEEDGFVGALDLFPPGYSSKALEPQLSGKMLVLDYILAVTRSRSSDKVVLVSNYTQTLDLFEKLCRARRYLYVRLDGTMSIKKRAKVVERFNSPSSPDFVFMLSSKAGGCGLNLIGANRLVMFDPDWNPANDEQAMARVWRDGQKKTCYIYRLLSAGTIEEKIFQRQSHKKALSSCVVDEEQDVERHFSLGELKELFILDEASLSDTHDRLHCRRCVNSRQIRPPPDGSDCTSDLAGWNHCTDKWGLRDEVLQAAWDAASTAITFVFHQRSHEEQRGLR
RAD52 inh: RAD52 (human) annealing inhibition | P43351 | recombinant RAD52 DNA annealing, FRET fluorescence | inhibition, % at 18.7 µM | 360,000 tested, 0.46% active | AID 651710;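 active = every replicate showing at least 50% inhibition; inconclusive = mean inhibition at least 50% but not in every replicate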
CFTR F508del cor: CFTR F508del correction in bronchial cells; 350,000 tested, 0.36% active; activity (quench increase), % at 7.58 µM; CFBE cells, YFP halide quenching; stimulated with forskolin plus potentiator P3; % fluorescence drop versus neutral controls;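 active = mean added fluorescence quench of at least 8% versus neutral control, with both replicates also reaching 8%; inconclusive = only one of the mean or replicate conditions met; inactive = mean below 8% and not both replicates reaching 8%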;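 note: cells transiently co-express mutant CFTR-F508del with the halide-sensitive YFP; corrector assay measuring rescue of mutant channel to the surface after 24 h compound exposure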
INS-1E GSIS act: GLuc luminescence reporter in INS-1E cells, primary screen for activators of glucose-dependent secretion of insulin | 370,000 tested, 0.61% active | activation, % at 16.6 µM | INS-1E GLuc reporter insulin secretion, 2-3 h;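 active = lowest replicate activation of at least 40%, so every replicate reaches that level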;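 note: 0% = median of neutral control wells and 100% = median of IBMX positive control wells; some compounds called inactive have numbers as strong as hits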
E-sel inducer: induces E-selectin expression in human endothelial cells | P16581 | HUVEC E-selectin immunofluorescence imaging; normalized: neutral wells 0, TNF-alpha wells 100 | activation, % at 7.58 µM | 260,000 tested, 0.37% active | AID 686992;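 active = mean E-selectin-positive cell signal at least 10% of the positive control, reached in at least 60% of replicates, without over 20% cell loss; inconclusive = no rule given, readout overlaps actives, possibly toxicity-flagged; inactive = the rest, including those meeting only one limit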;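 note: in these data hits start at about 27%; measured in HUVEC primary endothelial cells; signal is the percent of cells scored E-selectin positive by PE staining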
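Assay system: HUVEC primary endothelial cells. Input: 3,000 HUVEC seeded per well. Doses: one compound dose added by pin transfer. Read-out basis: % PE-positive cells. Benchmarks: TNF-alpha high, DMSO low. Detection: immunofluorescence imaging. Buffer or medium: EGM-2, gelatin.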
XiGFP reactiv: reactivates the inactive X chromosome in mouse fibroblasts; XiGFP mouse fibroblasts, % GFP-positive cells imaging, 3 d; cells co-treated with 5-aza-dC sensitizer; scaled so ellipticine positive control = 100%; activation, % at 7.58 µM; 360,000 tested, 0.055% active;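 active = mean normalized replicate activation at least 10% and every replicate at or above 10%; inconclusive = only one of the two criteria met; inactive = mean below 10% and not all replicates reach 10%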;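 note: 0% = median of on-plate neutral control wells and 100% = ellipticine 6 µM median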
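Assay system: SV40-immortalized XiGFP fibroblast cells, line 68-5-11; buffer or medium: DMEM plus 5-aza-dC sensitizer; compound: one concentration, pinned; timing: compounds 3 days, fix/stain 15 min at room temperature; benchmarks: positive control ellipticine, 6 µM final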
Casp6 inh: caspase-6 (human) enzyme inhibition; 350,000 tested, 0.53% active; purified caspase-6, Z-VEID-R110 cleavage fluorescence; AID 686996; P55212; inhibition, % at 12.5 µM;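 active = mean inhibition across replicates at least about 35%, with every replicate also reaching that limit, limit read from the data; inconclusive = only one of the two criteria met; inactive = neither criterion met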;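 note: 0% = median of neutral control wells and 100% = no fluorescence left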
Target sequence (P55212 24-179 limits assumed): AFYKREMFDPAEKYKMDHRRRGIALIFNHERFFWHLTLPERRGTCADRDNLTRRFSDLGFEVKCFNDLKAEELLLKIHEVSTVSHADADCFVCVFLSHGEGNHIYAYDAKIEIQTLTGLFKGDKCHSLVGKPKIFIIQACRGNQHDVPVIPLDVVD
Target sequence (P55212 194-293 limits assumed): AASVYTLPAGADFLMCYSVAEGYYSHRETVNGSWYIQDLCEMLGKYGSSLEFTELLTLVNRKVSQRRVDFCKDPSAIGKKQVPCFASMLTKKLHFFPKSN
Numbers without * were called inactive; ? = inconclusive; . = not tested or not shown. Compounds were not picked by outcome. Share with any hit: about 3.7%.

SMILES,DENV2 CPE,RAD54 branch,RAD52 inh,CFTR F508del cor,INS-1E GSIS act,E-sel inducer,XiGFP reactiv,Casp6 inh
COc1ccc(/C=N/NC(=O)CSc2ccccn2)cc1OC,-3,4,-9,0.5,-1,3.0,1.6,-1
CCOC(=O)c1cnc2c(ccc3ccccc32)c1NCCN(C)C,7,80*,79*,2.8,1,0.3,0.0,-8
Nc1nonc1-n1nnc(C(=O)N/N=C/c2cccc(Cl)c2Cl)c1CN1CCCC1,-5,2,-16,1.2,-2,0.4,0.2,-1
O=C(C[C@H]1CC[C@@H](NC(=O)Nc2ccc(C(F)(F)F)cc2)[C@@H](CO)O1)NCc1cc(F)cc(F)c1,4,4,-3,-1.2,-27,-1.5,-0.5,6
Cc1ccc(-c2cc(C(=O)NCC3CCCO3)c3ccccc3n2)cc1C (centres undefined),6,.,-14,-0.4,1,-0.2,0.1,0
COc1ccccc1N1CCN(C(=O)c2oc3c(c2C)C(=O)CC(C)(C)C3)CC1,1,-6,-19,0.7,-3,.,0.1,2
CC(C)(CN1CCN(Cc2ccccc2)CC1)NS(=O)(=O)c1ccccc1,8,.,1,-0.2,.,-0.2,0.1,1
CCN1CCN(CC(=O)Nc2cc(S(=O)(=O)N3CCCCC3)ccc2Cl)CC1,12,4,-10,-1.5,-7,-0.1,0.2,2
CCOc1cc(C2NC(=O)c3ccccc3O2)ccc1OC(C)C (centres undefined),-2,1,-9,1.9,4,.,0.0,-2
COc1cc(Cl)c(CN2CCCC(CO)(Cc3cccc(Cl)c3)C2)cc1OC (centres undefined),-3,0,-177,1.0,-9,0.1,0.0,3
COc1ccc(CNC(=O)N(C)C[C@H]2OCc3ccccc3-c3c(n(C)c4ccccc34)C(=O)N([C@@H](C)CO)C[C@@H]2C)cc1,-4,1,2,0.6,.,.,.,7
CC(C)(C)c1ccc(/C=C2\Oc3c(ccc(O)c3CN3CCN(CCO)CC3)C2=O)cc1,2,-5,-36,-0.2,-2,.,-0.2,-76
C[C@@H]1CN([C@@H](C)CO)C(=O)c2cccc(NC(=O)Nc3ccc(C(F)(F)F)cc3)c2O[C@@H]1CN(C)Cc1ccncc1,3,0,-5,1.4,-14,-2.5,0.2,2
CCC(CC)CN1CCC(CN2C(=S)NC[C@@H]2CC(C)C)CC1,-3,0,-18,-0.2,14,-0.2,-0.1,-8
COc1ccc2c3c([nH]c2c1)[C@@H](CO)N(C(=O)C1CCC1)CC31CCN(Cc2cccc(F)c2)CC1,-3,.,2,1.2,-20,0.8,0.1,.

Following part
SMILES,DENV2 CPE,RAD54 branch,RAD52 inh,CFTR F508del cor,INS-1E GSIS act,E-sel inducer,XiGFP reactiv,Casp6 inh
CCOc1cccc(CNCCO)c1OCc1ccc(Cl)cc1Cl,17,.,28,-1.6,1,.,0.1,-3
O=c1[nH]c2cc3c(cc2cc1CN(Cc1cccnc1)Cc1nnnn1Cc1ccco1)OCCO3,7,1,-41,3.4,17,.,.,18
C[C@@H]1CN([C@H](C)CO)C(=O)c2cc(NC(=O)Cc3ccccc3)ccc2O[C@@H](C)CCCCO[C@@H]1CN(C)C(=O)Nc1cccc2ccccc12,2,4,9,-1.5,0,-0.1,0.0,1
CCCS(=O)(=O)c1cnc(C2COc3ccccc3O2)nc1N (centres undefined),8,3,-16,1.2,1,0.0,-0.1,-1
CC(=O)c1sc(NCc2ccc(C)cc2)nc1C,-6,-5,-9,-1.0,24,-0.1,0.2,-2
COc1ccc(CN2CCC(c3nc4ccc(Cl)cc4[nH]3)CC2)cc1,-3,4,-3,1.6,7,1.4,-0.9,-2
COc1ccc(N2CCN(C(=O)Cn3nnc(-c4ccc(OC)c(OC)c4)n3)CC2)cc1,1,-4,-2,1.4,0,.,.,0
CSc1nc2c(c(=O)[nH]1)C(c1ccc(Br)cc1)CC(=O)N2 (centres undefined),-5,1,-5,.,8,.,0.0,-4
COc1ccc(OCc2cc(C(=O)N(C)CC3CCCCO3)no2)c(Cl)c1 (centres undefined),0,-4,-4,-0.6,0,0.0,0.0,1
c1ccc(N2[C@@H]3c4ccccc4C[C@H]2c2ccccc23)cc1,7,.,-11,-1.4,-15,1.8,0.0,-1
CC(C(=O)Nc1ccc2c(c1)OCCO2)c1ccc([N+](=O)[O-])cc1 (centres undefined),-2,.,-4,3.4,13,4.4,0.0,-1
C[C@H]1CN([C@@H](C)CO)C(=O)c2cc(NC(=O)CCCCCC(=O)Nc3ccccc3N)ccc2O[C@H]1CN(C)Cc1ccc(Cl)c(Cl)c1,-6,-1,28,2.4,-25,5.9,0.2,1
C=C(C)CNC(=S)NNC(=O)CCn1c2cc(Cl)ccc2c2ccc(Cl)cc21,.,-1,.,.,-25,2.2,0.0,.
Cc1cccc(C(=O)Nc2nnc(SCC(=O)NCc3ccco3)s2)c1,-6,-10,-8,1.0,7,-0.8,0.0,-2
COc1ccc(CN(C)C[C@@H]2Oc3ccc(NS(=O)(=O)c4cn(C)cn4)cc3CC(=O)N([C@@H](C)CO)C[C@H]2C)cc1,-2,10,1,-0.8,16,-18,-0.1,-4

(continued)
SMILES,DENV2 CPE,RAD54 branch,RAD52 inh,CFTR F508del cor,INS-1E GSIS act,E-sel inducer,XiGFP reactiv,Casp6 inh
O=C(C1CCCC1)N1C[C@@H]2[C@H](c3ccccc31)[C@H](CO)N2C(=O)c1ccccc1,20,-3,-2,3.1,-1,-0.1,0.1,2
CN1C(=O)c2ccc(NC(=O)C3CCCCC3)cc2C1=O,.,4,-9,-3.6,2,.,.,-1
CCOC(=O)C1(CCCc2ccccc2)CCN(C(=O)C2CCCO2)CC1 (centres undefined),-3,-2,-2,0.7,-13,.,0.1,0
COc1cccc(CN2[C@@H](CO)[C@H](c3ccccc3)C23CN(C(=O)C2CCOCC2)C3)c1,-6,.,-2,-0.8,-11,-0.1,0.0,1
O=C(C[C@@H]1CC[C@@H](NC(=O)C2CCC2)[C@H](CO)O1)NC1CCC1,-1,-6,2,-3.4,13,1.5,-0.6,2
COc1cc(C(=O)NNC(=O)c2n[nH]c3ccccc23)cc(OC)c1OC,-8,-4,1,-1.6,-11,0.5,-0.1,1
O=C(CSCc1ccccc1)Nc1ccc(S(=O)(=O)Nc2ncccn2)cc1,6,-3,-22,-0.4,9,.,0.1,1
Cc1nc(-c2ccc(Cl)cc2)sc1C(=O)NN,-4,-3,-9,3.7,6,11,0.3,3
COc1cc(NC(C)=O)ccc1NC(=O)c1cc2ccccc2o1,-2,1,6,-3.3,-7,.,0.2,2
COCC(=O)N(C)C[C@@H]1Oc2ncc(C#Cc3ccccc3OC)cc2C(=O)N([C@@H](C)CO)C[C@@H]1C,3,-1,14,1.9,23,0.2,-0.4,-1
O=C(NCc1ccco1)C1CCCN1S(=O)(=O)c1ccccc1C(F)(F)F (centres undefined),-3,-3,-30,-0.1,-6,-0.1,-0.2,-1
CC(C)NC(=O)Nc1ccc2c(c1)C(=O)N([C@H](C)CO)C[C@@H](C)[C@@H](CN(C)C(=O)NC(C)C)OCCCC[C@H](C)O2,9,3,1,-2.0,20,.,-0.1,.
Cc1ccccc1OCC(=O)N/N=C1\CCOc2c(C)cccc21,1,.,2,0.0,-12,.,.,-1
O=C(COC(=O)C1CC(=O)N(c2ccccc2)C1)c1ccccc1 (centres undefined),-4,-7,-7,-2.5,-5,-0.2,0.3,0
COc1cccc(-c2ccc3c(c2)[C@@H]2[C@@H](CCN2C(=O)NC2CCCCC2)[C@H](CO)N3C)c1,1,.,24,0.8,-18,0.2,0.0,1

Next compounds.
SMILES,DENV2 CPE,RAD54 branch,RAD52 inh,CFTR F508del cor,INS-1E GSIS act,E-sel inducer,XiGFP reactiv,Casp6 inh
Cc1noc(C)c1NC(=O)N(C)C[C@H]1Oc2ccc(NS(=O)(=O)c3ccccc3)cc2CC(=O)N([C@@H](C)CO)C[C@@H]1C,-2,18,-1,-3.6,23,-21,0.0,1
Cc1nn(C)c(=O)n1-c1ccccc1,2,12,9,0.8,-8,-3.6,0.1,-3
C[C@H](CO)N1C[C@H](C)[C@@H](CN(C)Cc2ccc3c(c2)OCO3)Oc2ncc(/C=C/c3ccccc3)cc2C1=O,-25,13,16,-2.3,-30,0.4,-1.2,2
Cc1nn(C(=O)CCCC(=O)NCc2ccccc2)c2ccccc12,-1,5,-8,0.1,8,.,0.3,0
COc1cc2c(cc1OC)C(c1ccc(Cl)cc1)CC(=O)N2 (centres undefined),2,-1,-9,0.1,6,0.4,0.1,2
O=C(CSc1nnc(CNC(=O)c2cccs2)o1)Nc1ccc(Cl)cc1,0,-11,-9,-0.3,16,1.2,0.0,1
O=C1c2ccccc2-c2ccc(C(=O)N3CCCCC3)cc21,2,.,-12,-0.8,4,-0.9,-0.3,1
COc1cccc(NC(=O)CSc2ncnc3c2oc2ccccc23)c1,-5,0,-37,-1.9,8,0.1,0.0,5
O=C(CCn1c(=O)oc2ccccc21)NCCC1=CCCCC1,.,.,-7,-3.3,9,3.4,0.0,5
CC(C)=CCCC1=CCC(/C(C)=N/NC(N)=O)CC1 (centres undefined),11,.,-9,-0.1,.,.,.,2
CCC(=O)N1C[C@H]2[C@@H](c3ccccc31)[C@H](CO)N2Cc1ccccc1F,0,-4,-2,1.6,19,0.1,0.2,1
CCc1ccc(C(=O)CN2CCSC2=N)cc1,9,.,6,1.8,-2,.,-0.1,1
C[C@H](CO)N1C[C@H](C)[C@@H](CN(C)C(=O)C2CC2)Oc2cc(-c3cccc(F)c3)ccc2S1(=O)=O,?,1,0,-3.5,-8,-0.5,-0.5,.
CCn1c(CC(=O)Nc2ccc(F)cc2)nnc1SCC(=O)Nc1nncs1,6,12,-19,-0.2,7,.,0.0,7
CCCNC(=O)Nc1ccc2c(c1)C(=O)N(C)C[C@@H](OC)[C@@H](C)CN(C(=O)C1CCCCC1)[C@@H](C)CO2,5,-3,-5,-1.6,-1,0.0,0.0,0

The list continues:
SMILES,DENV2 CPE,RAD54 branch,RAD52 inh,CFTR F508del cor,INS-1E GSIS act,E-sel inducer,XiGFP reactiv,Casp6 inh
CCO[C@H]1OC(C(=O)N2CCCCCCC2)=C[C@@H](C2CC2)[C@@H]1CCCO,1,-14,11,-2.2,.,.,.,-1
C[C@H]1CN([C@@H](C)CO)C(=O)c2cc(NC(=O)Cc3ccccc3)ccc2O[C@H]1CN(C)Cc1ccncc1,-3,-2,13,-2.7,-12,6.2,0.3,1
C[C@H]1CN([C@@H](C)CO)C(=O)c2cc(/C=C/c3ccccc3)cnc2O[C@@H]1CN(C)C(=O)Cc1cccnc1,-6,-4,-8,0.5,-7,0.2,0.1,-2
CO[C@H]1CN(C)C(=O)c2cc(C#N)ccc2OC[C@H]2O[C@@H](CC[C@H]2OC)CCN(C)C(=O)[C@H]1C,-2,5,-1,-0.8,2,0.1,0.6,15
Cc1cc(NC(=O)CSc2nc3cc(Cl)ccc3c(=O)n2C(C)C)no1,7,.,-15,0.7,-13,2.7,0.3,2
CCC(C)NC(=O)[C@H]1N2C(=O)c3ccccc3C2SC1(C)C (some centres undefined),12,-1,-5,2.7,0,.,0.0,3
